D1 potentiator: Potentiators of Human D1 Dopamine Receptor: qHTS; D(1A) dopamine receptor (Homo sapiens), P21728; HEK293 TREx D1 cells, calcium flux, dopamine EC20 potentiation; potentiation, % at 10 µM; 360,000 compounds, 0.036% hits; AID 504651, 2011; in the data active = potentiation above about 30%; note: 0% is about no effect
RXFP1 antagonist: qHTS Assay for Antagonists of the Relaxin Receptor RXFP1; Relaxin receptor 1 (Homo sapiens), Q9HBX9; HEK293-RXFP1, relaxin-stimulated cAMP HTRF, 30 min; hits give low values; activity change, negative = inhibition, % at 57.5 µM; 350,000 compounds, 0.59% hits; AID 1259400, 2018;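 active = activity change of -60% or lower, but not beyond a set lower limit; inconclusive = change between -60% and -40%, or beyond the set limit; inactive = change above -40%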; note: % is set by controls: 0 for no effect and ±100 for the full control effect
Apoferritin bind: qHTS Assay for Identification of Novel General Anesthetics. Potency, µM (highest dose often 77.5 µM), for the others: top-dose activity change, negative = displacement, actives largely listed as inhibitors. apoferritin/1-aminoanthracene competitive binding, fluorescence. Ferritin light chain (Equus caballus), P02791. AID 485281, 2010. 350,000 compounds, 0.074% hits; note: potency is the fitted concentration of half-maximal effect; % is set by controls: 0 for no effect and ±100 for the full control effect; nearly all actives have a fitted effect of over 20% in size
Target sequence (P02791 2-175 limits assumed): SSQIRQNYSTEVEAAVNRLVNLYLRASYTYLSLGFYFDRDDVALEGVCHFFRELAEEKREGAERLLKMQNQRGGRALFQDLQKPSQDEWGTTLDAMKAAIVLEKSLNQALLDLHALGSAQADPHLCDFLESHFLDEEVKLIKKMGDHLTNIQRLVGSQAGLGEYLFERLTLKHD
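10 uM apoferritin + 50% sat. 1-AMA, PBS; cpd 10 min RT; Ex380/Em535 endpoint; normalized to free probe vs complex; 4-param Hill fit; propofol titration as pos. ctrl.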
D1 antag: Antagonist of Human D 1 Dopamine Receptor: qHTS; 360,000 compounds, 3.2% hits; activity change, negative = inhibition, % at 10 µM; HEK293 TREx D1 cells, calcium flux, dopamine EC80; hits give low values; in the data active = activity change below about -30%; note: % is set by controls: 0 for no effect and ±100 for the full control effect
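Cells carrying a force-coupled, tetracycline-inducible human D1 receptor report calcium flux. Each well gets a 10 s baseline, compound with 180 s monitoring, then an EC80 dopamine stimulus with a second 180 s kinetic read.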
TRHR PAM: qHTS for Small Molecule Agonists and Allosteric Enhancers of Human TRH Receptor: Primary Screen for Enhancers; Thyrotropin-releasing hormone receptor (Homo sapiens), P34981; TRHR cells, fluo-8 calcium fluorescence, EC20 TRH enhancement; enhancement, % at 2 µM; 360,000 compounds, 0.66% hits; AID 493056, 2011; in the data active = enhancement above about 30%; note: 0% is about no effect
Target sequence (P34981 whole entry, looked up): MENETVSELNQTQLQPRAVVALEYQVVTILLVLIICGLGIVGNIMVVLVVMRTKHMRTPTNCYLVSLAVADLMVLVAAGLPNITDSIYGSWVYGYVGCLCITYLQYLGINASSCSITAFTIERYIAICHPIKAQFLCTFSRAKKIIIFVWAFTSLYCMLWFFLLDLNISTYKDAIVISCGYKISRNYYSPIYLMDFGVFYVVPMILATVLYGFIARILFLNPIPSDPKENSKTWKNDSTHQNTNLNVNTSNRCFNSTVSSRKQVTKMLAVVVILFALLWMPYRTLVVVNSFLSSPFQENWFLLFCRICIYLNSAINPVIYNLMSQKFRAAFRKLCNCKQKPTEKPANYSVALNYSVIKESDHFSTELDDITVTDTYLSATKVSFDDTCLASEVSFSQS
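TRHR-expressing cells loaded with fluo-8 calcium dye were read kinetically (ex 480/em 530) during compound addition, then stimulated with an EC20 of TRH (10 nM final). Enhancement of the Gq-mediated intracellular calcium response was scored.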
D2 potentiator: HTS Assay for Positive Allosteric Modulators of the Human D2 Dopamine Receptor: Primary Screen for Potentiators; 340,000 compounds, 0.34% hits; AID 485347, 2010; HEK293 T-REx D2, calcium flux, EC20 dopamine potentiation; potentiation, % at 10 µM; D(2) dopamine receptor (Homo sapiens), P14416;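 active = potentiation over 3 SD above the plate norm, cut at about 30% in these data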; note: 0% is about no effect
Target sequence (P14416 whole entry, looked up): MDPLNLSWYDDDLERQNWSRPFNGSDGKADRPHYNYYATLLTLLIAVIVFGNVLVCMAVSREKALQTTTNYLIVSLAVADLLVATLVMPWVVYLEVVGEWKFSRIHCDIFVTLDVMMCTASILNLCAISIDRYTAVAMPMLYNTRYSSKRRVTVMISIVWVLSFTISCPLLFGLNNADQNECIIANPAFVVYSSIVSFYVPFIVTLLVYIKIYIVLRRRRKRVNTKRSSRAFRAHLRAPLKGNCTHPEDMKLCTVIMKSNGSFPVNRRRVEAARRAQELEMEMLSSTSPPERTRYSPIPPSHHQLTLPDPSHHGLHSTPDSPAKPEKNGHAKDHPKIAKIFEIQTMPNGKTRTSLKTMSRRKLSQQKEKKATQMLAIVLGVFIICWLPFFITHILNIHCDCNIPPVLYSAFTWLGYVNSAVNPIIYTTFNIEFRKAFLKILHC
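Tetracycline-induced HEK293 T-REx cells force-coupled to calcium signalling expressed D2; compounds were pin-added after a 10 s baseline, read kinetically 180 s, then an EC20 dopamine challenge followed with a further 180 s calcium read.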
TRHR agonist: qHTS for Small Molecule Agonists and Allosteric Enhancers of Human TRH Receptor: Primary Screen for Agonists; TRHR cells, calcium flux fluo-8, FDSS agonist mode; activation, % at 2 µM; 360,000 compounds, 0.18% hits; Thyrotropin-releasing hormone receptor (Homo sapiens), P34981; in the data active = activation above about 30%; note: 0% is about no effect
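Read-out: compound-evoked intracellular calcium rise in TRHR cells, fluo-8 dye, kinetic FDSS fluorescence at 1 s/cycle following a 10-cycle baseline. Cells cultured overnight before dye loading (30 min–1.5 h, RT).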
RXFP1 ag: qHTS Assay for Agonists of the Relaxin Receptor RXFP1; 370,000 compounds, 0.3% hits; Potency, µM (titrated, usually from 57.5 µM), without a hit: at the top dose activation, most hits filed as activators; AID 2676, 2010; Relaxin receptor 1 (Homo sapiens), Q9HBX9; HEK293T-RXFP1 cAMP TR-FRET, 30 min; response scale: percent of porcine relaxin response, buffer zero; note: potency is the fitted concentration of half-maximal effect; % is set by controls: 0 for no effect and ±100 for the full control effect; nearly all actives have a fitted effect of over 60% in size; many of its hits are not listed in these tables
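HEK293T cells stably expressing RXFP1 were pretreated with the PDE4 inhibitor Ro 20174, exposed to compounds for 30 min at 37C, lysed, and cAMP was read by TR-FRET. Data normalized to buffer (basal) and 29 nM porcine relaxin (100%).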
D1 agonist: Allosteric Agonists of the Human D1 Dopamine Receptor: qHTS. activation, % at 2 µM. 360,000 compounds, 1% hits. AID 504660, 2011. D(1A) dopamine receptor (Homo sapiens), P21728. HEK293 T-REx D1 cells, calcium flux, agonist mode; in the data active = activation above about 30%; note: 0% is about no effect
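Inducible HEK293 T-REx D1 cells, force-coupled to calcium signalling, were plated at 4000 cells/well with tetracycline and held overnight at 30 C. After no-wash calcium dye loading, compound-evoked calcium rise over 180 s flagged agonists.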
* marks the source's active call; other numbers are inactive results; ? = inconclusive; / = not tested or not shown; & = joins results of further samples. Unless noted, calls come from the whole dose curve; as a rule, active = well fitted curve in the direction sought with a large enough effect; inconclusive = small, poorly fitted or top-dose-only effect, or another doubt; inactive = no such curve, though single readings can be large; an effect the other way counts as inactive or inconclusive. An excerpt; the hit share may differ from the screen's.

1. Cc1nnc(N/N=C/c2cc(C)n(-c3ccc(F)cc3)c2C)n1N
2. O=S(=O)(/C=C/c1ccccc1)N1CCN(c2nc(-c3ccccc3)nc3ccccc23)CC1
3. CC(=O)c1c(C)[nH]c(C(=O)Nc2ccccc2N2CCOCC2)c1C
4. COc1ccc(N2C(=O)CCC(C(=O)N(C)CCc3ccccn3)C2c2ccc(OC)c(OC)c2)cc1 (centres undefined)
5. CCN(CC)CCCNC(=O)c1ccccc1NC(=O)C1=CSCCO1
6. CCOC(=O)CNC(=O)CSc1nnc(-c2ccc(OC)cc2)n1CC
compound no.	1	2	3	4	5	6
RXFP1 ag	0.2%	-1.5%	8.3%	-5.1%	-0.2%	1.5%
TRHR agonist	-0.9	0.0	-0.5	0.6	0.5	0.3
TRHR PAM	-4	-7	-2	-4	-3	-1
Apoferritin bind	-1%	-18%	-9%	3%	-5%	-7%
D1 potentiator	-3	-5	-5	-3	-6	-10
D1 agonist	1	3	0	3	4	0
D1 antag	-3	2	-1	3	-5	-27
RXFP1 antagonist	-2	-18	-13	-7	15	7
D2 potentiator	-6	6	15	/	/	9

7. O=C(O)CCCCCN1C(=O)CCC1=O
8. CC(=O)N=c1sc2c3ccccc3ccc2n1C
9. Cc1cccc(NS(=O)(=O)c2ccc3[nH]c(=O)[nH]c3c2)c1C
10. O=C(Cn1cccc1C(=O)c1ccccc1)NCCN1CCOCC1
11. O=C(Nc1cccc(S(=O)(=O)N2CCOCC2)c1)C1CCCN(C(=O)c2ccc(Cl)cc2)C1 (centres undefined)
12. CCOC(=O)N1CCN(Cc2nc(CC3CC3)no2)CC1
compound no.	7	8	9	10	11	12
RXFP1 ag	0.9%	2.9%	1.7%&5.3%	-0.7%	0.0%	0.8%
TRHR agonist	1.1	-0.6	-1.1&0.0	0.5	-0.3	0.5
TRHR PAM	-2	16	5&-7	-6	-1	2
Apoferritin bind	-5%	-5%	-9%&-10%	-2%	-7%	-10%
D1 potentiator	-3	-3	2&1	4	-6	2
D1 agonist	2	7	0&1	-1	3	2
D1 antag	-12	-19	1&1	1	-21	-13
RXFP1 antagonist	-7	-19	8&-6	7	8	17
D2 potentiator	-9	0	12&-12	-15	-6	10

13. O=C(C1CCCN(S(=O)(=O)c2cccc3nonc23)C1)N1CCN(c2ccccc2Cl)CC1 (centres undefined)
14. COc1ccccc1C(=O)NCCC(=O)Nc1cccc(S(=O)(=O)N2CCCC2)c1
15. COCc1cc(/C=N\NC(=O)c2ccc(Cl)cc2)ccc1OC
16. CC(C)N1C(=O)C(O)(C2COC(C)(C)CC2=O)c2ccccc21 (centres undefined)
17. CCOC(=O)COc1cc([N+](=O)[O-])cc2cccnc12
18. COc1cccc(N2C(=O)C(CC(=O)Nc3cccc(F)c3)N(C3CCCC3)C2=O)c1 (centres undefined)
compound no.	13	14	15	16	17	18
RXFP1 ag	1.1%&0.6%	-0.6%	0.8%	-1.7%	-1.9%	-1.3%
TRHR agonist	-0.3&-0.7	-0.3	-0.4	0.1	-0.4	0.4
TRHR PAM	-2&-4	1	-1	33*	9	16
Apoferritin bind	-12%&-2%	/	-5%	-4%	?	7%
D1 potentiator	0&0	-10	-2	5	8	2
D1 agonist	0&3	0	3	1	15	0
D1 antag	-24&-18	0	-5	4	-15	-2
RXFP1 antagonist	-12	5	-5	/	7	8
D2 potentiator	-4&-13	-4	-34	9	21	-5

One compound at a time, as listed above:
Shown for `COc1cccc(N2C(=O)C(CC(=O)Nc3cccc(F)c3)N(C3CCCC3)C2=O)c1` (centres undefined) → RXFP1 ag: -1.3%; TRHR agonist: 0.4; TRHR PAM: 16; Apoferritin bind: 7%; D1 potentiator: 2; D1 agonist: 0; D1 antag: -2; RXFP1 antagonist: 8; D2 potentiator: -5
Shown for `COCc1cc(/C=N\NC(=O)c2ccc(Cl)cc2)ccc1OC` → RXFP1 ag: 0.8%; TRHR agonist: -0.4; TRHR PAM: -1; Apoferritin bind: -5%; D1 potentiator: -2; D1 agonist: 3; D1 antag: -5; RXFP1 antagonist: -5; D2 potentiator: -34

The list goes on:
19. CSCCC(NC(=O)COc1ccccc1)C(=O)N(C)Cc1cccc(F)c1 (centres undefined)
20. COc1ccc(N(CC(=O)Nc2cc(Cl)ccc2C)S(=O)(=O)c2c(C)noc2C)cc1
21. Cc1ccccc1C(=O)Nc1cccc(N)c1
22. Cc1ccc2cc(C)c3nnc(SCC(=O)c4cccs4)n3c2c1C
23. CCCCC(O)CN1CCC(c2ccccc2)CC1 (centres undefined)
24. CCN1CCCC1CNCc1cccc(OC)c1OCc1ccccc1 (centres undefined)
compound no.	19	20	21	22	23	24
RXFP1 ag	1.4%	0.9%&3.4%	-0.2%	0.7%	1.4%	-0.3%
TRHR agonist	-0.1	0.4&-0.3	-0.1	0.3	0.1	0.3
TRHR PAM	-3	-7&-6	-4	2	1	7
Apoferritin bind	/	-11%&23%	-10%	-3%	-8%	-4%
D1 potentiator	0	1&-3	-1	2	-1	-3
D1 agonist	2	4&4	2	0	0	6
D1 antag	38	-1&-14	1	-3	-3	-7
RXFP1 antagonist	6	5	-8	4	7	13
D2 potentiator	1	-24&-21	-8	3	-25	-8

25. Cc1ccc(S(=O)(=O)N2CCCCC2C(=O)NCc2ccco2)cc1 (centres undefined)
26. Cc1ccc(NC(=O)CN2C(=O)N/C(=C/c3cc(C)n(-c4cccc(C(=O)O)c4)c3C)C2=O)cc1
27. CCCSC1=C(C#N)C(c2cccnc2)C(C(=O)OCC)=C(c2ccccc2)N1 (centres undefined)
28. CSc1ccc(CN(C)CC(=O)NCCc2ccccc2)cc1
29. CCCS(=O)(=O)N1CCN(Cc2ccccc2C(F)(F)F)CC1
30. COc1ccc(CCNC(=O)c2cccc3c2C(=O)N(C2CCCCC2)C3)cc1OC
compound no.	25	26	27	28	29	30
RXFP1 ag	0.2%	0.4%	4.2%	-1.8%	-0.2%	-0.8%
TRHR agonist	0.1	0.7	-1.0	-0.2	-0.1	-0.3
TRHR PAM	-4	1	0	5	8	-7
Apoferritin bind	-23%	-14%	-14%	-10%	-14%	-22%
D1 potentiator	-4	-5	-6	3	4	1
D1 agonist	0	7	3	0	1	1
D1 antag	0	10	-11	-7	7	10
RXFP1 antagonist	-4	-10	-2	-15	-6	-35
D2 potentiator	8	1	15	-6	7	13

31. CCCN1CCc2c(sc3nc(SC)n(-c4ccccc4)c(=O)c23)C1
32. COc1cc(/C=C/C(=O)O)cc(S(=O)(=O)Nc2ccccc2Cl)c1OC
33. Cc1c(C(=O)O)oc2ccc(S(=O)(=O)NCc3ccc4c(c3)OCO4)cc12
34. Cc1ccc(C(=O)NCC(c2ccco2)N2CCCCC2)s1 (centres undefined)
35. O=C(COC(=O)/C=C/c1ccccc1Cl)NCCc1ccc(Cl)cc1Cl
36. N#CC1=C(SCc2ccccc2)NC(=O)CC1c1ccc(O)cc1 (centres undefined)
compound no.	31	32	33	34	35	36
RXFP1 ag	5.0%	1.8%	-0.5%	-0.3%	2.0%	0.2%
TRHR agonist	0.0	-0.2	0.2	-0.1	-1.8	0.3
TRHR PAM	3	-1	-1	-1	-1	12
Apoferritin bind	-14%	-7%	-5%	/	-5%	-10%
D1 potentiator	3	0	-4	-10	18	7
D1 agonist	0	1	2	0	19	0
D1 antag	7	-1	-5	4	11	-4
RXFP1 antagonist	3	8	6	-13	-2	-7
D2 potentiator	-5	4	-19	-14	7	9

37. O=C(Nc1ccc2oc(-c3ccncc3)nc2c1)c1ccccc1Cl
38. CCOC(=O)c1ccccc1NC(=O)COC(=O)c1c(CC)noc1C
39. COc1cccc(SCC2CSc3nc4ccccc4c(=O)n32)c1 (centres undefined)
40. Cc1ccccc1CNC(=O)Cc1ccccc1[N+](=O)[O-]
41. CCOc1ccc(NC(=O)N[C@@H](CCSC)C(=O)OC)cc1
42. O=C(Nc1ccc(NS(=O)(=O)c2ccc([N+](=O)[O-])cc2)cc1)c1ccco1
compound no.	37	38	39	40	41	42
RXFP1 ag	13%	1.4%	0.2%	-1.0%	2.5%	-5.4%
TRHR agonist	-0.2	0.5	0.2	-0.4	-0.4	0.4
TRHR PAM	0	9	-8	1	9	-2
Apoferritin bind	-8%	/	-12%	2%	-11%	-12%
D1 potentiator	0	0	4	-3	-2	6
D1 agonist	2	12	0	1	3	4
D1 antag	-71*	-19	5	1	-6	-3
RXFP1 antagonist	-4	-8	5	5	-5	-13
D2 potentiator	-2	6	0	-3	-6	2

43. COc1ccc(OCCN2CCN(C(=O)c3ccc(OC)c(OC)c3)CC2)cc1
44. Cc1c(Cl)ccc2sc(N3CCN(C(=O)CS(=O)(=O)c4ccccc4)CC3)nc12
45. C#CCOCCOCCOCCNc1nc(N2CCN(C(=O)[C@H](CCCCN)n3cc([C@@H](N)C(C)CC)nn3)CC2)nc(N2CCN(C(=O)[C@H](Cc3ccc(O)cc3)n3cc([C@@H](N)C(C)CC)nn3)CC2)n1 (some centres undefined)
46. N#Cc1c(N)nc2c(c1-c1cccs1)CCCC2
47. COc1cccc(NC(=O)CN(C)CC(=O)Nc2ccc3c(c2)CCC3)c1
48. N#C/C(=C\c1cccnc1)C(=O)Nc1cccc(Cl)c1
49. CCOc1ccc(NC(=O)CSc2nnc(-c3ccc(OCC)cc3)o2)cc1
50. CC(=O)OC(C(=O)NC1CCCCC1)c1ccccc1Cl (centres undefined)
compound no.	43	44	45	46	47	48	49	50
RXFP1 ag	-0.5%	0.4%	-0.3%	-0.3%	-1.3%	-1.6%	-5.6%	4.9%
TRHR agonist	-0.8	-0.4	-0.5	-0.5	-0.9	-1.2	-0.1	-1.1
TRHR PAM	5	1	-9	0	2	8	1	2
Apoferritin bind	-6%	0%	0%	-4%	?	-15%	1%	-4%
D1 potentiator	/	-4	-2	0	-2	-2	0	-1
D1 agonist	5	49*	1	2	1	7	3	3
D1 antag	-2	/	-11	13	23	-7	-4	-18
RXFP1 antagonist	-10	/	/	-1	-5	-20	/	1
D2 potentiator	-7	-1	9	7	0	7	6	2

From PubChem BioAssay
